ADAM17 inh: ADAM17 inhibition, QFRET primary screen; P78536; recombinant ADAM17, EDANS/DABCYL FRET peptide cleavage; inhibition, % at 6.95 µM; 370,000 compounds, 0.83% hits;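 active = inhibition above the mean of compounds lying between control limits plus 3 SD, set per campaign, cut at about 8.5% in these data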;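 note: 0% = DMSO-only wells as the low control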
ASAP1 inh: inhibitors of human ASAP1 ArfGAP activity | inhibition, % at 16.5 µM | ASAP1-stimulated ARF1 GTP hydrolysis, GDP FP detection | 360,000 compounds, 0.19% hits; in the data active = inhibition above about 25%;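 note: 0% = vehicle with enzyme and substrate and 100% = no enzyme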
Tn7 DDE FP: disrupts Tn7 cyclic peptide binding to fibrin D-Dimer-E complex | P02675 | FP displacement of FITC-Tn7 peptide from fibrin DD(E); 0% = median of compound wells per plate | inhibition, % at 8.3 µM | 370,000 compounds, 0.13% hits | AID 720508;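 active = inhibition above the mean of compounds falling within the control limits plus 3 SD of them, cut at about 14% in these data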;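 note: 0% = plate median of compound wells and 100% = 10 µM Aha-Tn7 peptide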
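Measure: % inhibition scaled between sample-field median and high-control FP; Test system: human fibrin DD(E); Quantity: 2 µM final DD(E) protein; Doses: one dose, 8.3 µM nominal; Schedule: compound with protein 10 min, then 3 h after probe, room temperature; Detection: fluorescence polarization; Medium: Tris buffer with calcium and detergent, pH 7.8.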
KLK7 zymogen act: activates the human kallikrein-7 zymogen; P49862; purified proKLK7, EDANS-DABCYL substrate fluorescence; 100% is mature enzyme control, 0% vehicle; activation, % at 7 µM; 370,000 compounds, 0.9% hits;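 active = activation above the mean of all tested compounds plus 3 SD, computed per campaign excluding outliers beyond control limits, cut at about 13% in these data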
Target sequence (P49862 whole entry, looked up): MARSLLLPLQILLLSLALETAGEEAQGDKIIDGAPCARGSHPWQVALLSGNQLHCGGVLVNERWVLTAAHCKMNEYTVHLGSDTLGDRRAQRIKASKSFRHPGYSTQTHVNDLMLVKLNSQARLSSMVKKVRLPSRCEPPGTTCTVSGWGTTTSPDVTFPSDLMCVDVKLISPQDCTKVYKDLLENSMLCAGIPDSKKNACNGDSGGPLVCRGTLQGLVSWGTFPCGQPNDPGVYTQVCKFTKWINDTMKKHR
LEDGF integ inh: blocks HIV-1 LEDGF/p75-dependent DNA integration. inhibition, % at 3.7 µM. 370,000 compounds, 0.64% hits. AID 743269. TR-FRET IN-LEDGF/p75 DNA integration, Eu/Cy5;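 active = inhibition above the screen-wide mean plus 3 SD, cut at about 13% in these data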;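 note: signal is the Cy5 over europium emission ratio at 671 and 618 nm; 0% = plate median of compound wells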
PLC-gamma1 inh: blocks human PLC-gamma1 enzyme activity. AID 720700. P19174. purified PLC-gamma1, fluorogenic substrate, fluorescence. 370,000 compounds, 0.84% hits. inhibition, % at 12.2 µM; in the data active = inhibition above about 9.5%
ADAM10 inh: inhibits human ADAM10 | O14672 | recombinant ADAM10, EDANS/DABCYL FRET peptide cleavage, 3 h | inhibition, % at 7 µM | 370,000 compounds, 0.62% hits;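 active = inhibition above a per-campaign cutoff equal to the mean of compounds falling between control-based bounds plus 3 SD, cut at about 20% in these data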;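 note: 0% = DMSO wells while the 100% control is not disclosed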
Target sequence (O14672 214-748 limits assumed): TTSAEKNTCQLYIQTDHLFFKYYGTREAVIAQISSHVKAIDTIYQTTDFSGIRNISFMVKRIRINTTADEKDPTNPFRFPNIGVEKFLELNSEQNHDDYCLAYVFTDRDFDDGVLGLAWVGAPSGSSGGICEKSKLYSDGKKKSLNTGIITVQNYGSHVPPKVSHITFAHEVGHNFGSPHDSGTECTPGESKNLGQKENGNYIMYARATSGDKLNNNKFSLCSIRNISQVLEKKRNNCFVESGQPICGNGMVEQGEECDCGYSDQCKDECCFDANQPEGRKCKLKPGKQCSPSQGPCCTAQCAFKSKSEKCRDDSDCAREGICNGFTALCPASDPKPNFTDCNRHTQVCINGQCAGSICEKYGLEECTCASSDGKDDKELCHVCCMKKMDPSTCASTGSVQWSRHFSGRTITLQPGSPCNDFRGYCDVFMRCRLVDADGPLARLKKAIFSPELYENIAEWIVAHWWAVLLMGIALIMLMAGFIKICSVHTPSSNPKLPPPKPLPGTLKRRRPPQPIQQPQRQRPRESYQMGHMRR
DDE Tn6 FP inh: inhibitors of Tn6 peptide binding to human fibrin DD(E) | P02675 | Fibrin DD(E) TRITC-Tn6 fluorescence polarization displacement | inhibition, % at 8.3 µM | 370,000 compounds, 0.21% hits | AID 720509;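 active = inhibition above a per-campaign cutoff: mean of compounds within control limits plus 3 SD, cut at about 15% in these data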;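 note: 0% = median of all compound wells on the plate and 100% = blocking peptide control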
ARFGAP1 inhibitor: inhibitors of rat ARFGAP1; Q62848; Arfgap1-stimulated ARF1 GTP hydrolysis, GDP FP detection; inhibition, % at 16.5 µM; 360,000 compounds, 0.26% hits;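 active = inhibition above a per-plate limit, mean inhibition of low control wells plus 3 SD, cut at about 25% in these data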;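 note: 0% = DMSO wells with enzyme and 100% = wells lacking Arfgap1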
Target sequence (Q62848 1-136 limits assumed): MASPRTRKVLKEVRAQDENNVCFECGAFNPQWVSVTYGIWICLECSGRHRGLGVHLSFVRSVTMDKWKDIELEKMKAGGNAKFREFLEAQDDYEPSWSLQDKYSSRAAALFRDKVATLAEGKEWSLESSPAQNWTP
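system = rat Arfgap1 catalytic domain, aa 1-136 | technique = FP, GDP Alexa 633 tracer displaced from anti-GDP antibody, 620/688 nm | compound = one concentration, 16.5 µM, DMSO 1.26% | medium = HEPES-based buffer, pH 7.5 | timing = compound-enzyme preincubation 20 min, reaction 120 min, detection 60 min, 25 °C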
TDP2 inh: TDP2 (human) inhibition, absorbance primary screen; O95551; recombinant TDP2, T5PNP hydrolysis, p-nitrophenol absorbance 415 nm; inhibition, % at 12.8 µM; 370,000 compounds, 0.34% hits; AID 720702;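 active = inhibition above the mean of all tested compounds plus 3 SD, set per campaign, cut at about 25% in these data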;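 note: 0% = DMSO with enzyme and 100% = buffer with substrate but no TDP2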
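Incubation: 2 h at 37 °C; Test system: recombinant human TDP2; Quantity: enzyme 120 nM; Read-out basis: percent inhibition; Medium: 50 mM Tris-HCl pH 7.5 with Mg2+, KCl, DTT, BSA; Repeats: single replicate; Compound: 12.8 µM single point, 1% DMSO; Signal: epi absorbance; Reagent: 5 mM T5PNP chromogenic substrate; Benchmarks: no-enzyme high, DMSO-plus-enzyme low.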
Starred values were filed as active, the others as inactive; . = no result given. Only part of the results is shown; the hit share may differ from the screen's.

Letters: A = ADAM17 inh; B = ASAP1 inh; C = Tn7 DDE FP; D = KLK7 zymogen act; E = LEDGF integ inh; F = PLC-gamma1 inh; G = ADAM10 inh; H = DDE Tn6 FP inh; I = ARFGAP1 inhibitor; J = TDP2 inh
> O=Cc1c(C(=O)O)n(Cc2ccccc2Cl)c2ccccc12
  A: 1 | B: 7 | C: -5 | D: -0.5 | E: 3 | F: 7 | G: 1 | H: 0 | I: -5 | J: -16
> Cc1sc2ncn(CC(=O)NCC(=O)N3CCC4(CC3)OCCO4)c(=O)c2c1C
  A: 0 | B: 6 | C: -5 | D: 0.0 | E: 0 | F: 7 | G: 9 | H: 14 | I: 3 | J: 2
> Cc1ccc(S(=O)(=O)Oc2ccccc2C=C2C(=O)N(C)C(=O)N(C)C2=O)cc1
  A: 2 | B: -11 | C: 1 | D: 0.4 | E: 10 | F: 1 | G: -17 | H: 3 | I: -15 | J: -6
> COc1cc(N2CCOCC2)ccc1C=C1C(=O)NC(=O)NC1=O
  A: 2 | B: -1 | C: -6 | D: 0.2 | E: 2 | F: 5 | G: -4 | H: 3 | I: 1 | J: -1
> CC(Cc1ccccc1)NCC(=O)Nc1cc(N(C)C)nc2ccccc12 (stereo not given)
  A: -38 | B: 1 | C: -4 | D: -1.0 | E: -3 | F: -21 | G: -114 | H: 4 | I: -11 | J: 7
> Nc1c([N+](=O)[O-])cc(F)c(N2CCNCC2)c1Br
  A: 1 | B: -11 | C: 7 | D: -0.6 | E: -3 | F: 2 | G: -3 | H: -4 | I: -4 | J: -10
> c1ccc2c(CN3CCN(C4CCCCC4)CC3)c[nH]c2c1
  A: -5 | B: -12 | C: 7 | D: -0.4 | E: 0 | F: 3 | G: -7 | H: 7 | I: -4 | J: 2
> COC(=O)C1=C(c2ccc3ccccc3c2)C[C@@H]2CC[C@H]1N2C(=O)N1CCCCC1
  A: 4 | B: -7 | C: 3 | D: -0.1 | E: 0 | F: 0 | G: 15 | H: 5 | I: -6 | J: 3
> Cc1cc(OCC(=O)NCc2cccnc2)c2c3c(c(=O)oc2c1)CCCC3
  A: -104 | B: 8 | C: -2 | D: -1.4 | E: -1 | F: -98 | G: -320 | H: 4 | I: 3 | J: 2
> Cc1ccccc1-n1c(O)c(/C=N/NC(=O)c2ccncc2)c(=O)[nH]c1=O
  A: -6 | B: -4 | C: 0 | D: -1.2 | E: 1 | F: -25 | G: -6 | H: -4 | I: 5 | J: -2
> CC(c1ccccc1)n1cc(C(=O)NC2CCCC2)nn1 (stereo not given)
  A: 1 | B: . | C: 2 | D: -0.1 | E: 0 | F: 1 | G: 9 | H: 2 | I: . | J: 6
> C[C@@H]1CNCCN1c1ccc(N2CC[C@@H](O)C2)c(C#N)c1
  A: -7 | B: -1 | C: 3 | D: 1.8 | E: 5 | F: -16 | G: -42 | H: 2 | I: -2 | J: -8
> Cc1nc2cc(C(F)(F)F)ccc2n1C1CCN(Cc2nnnn2Cc2ccc3c(c2)OCO3)CC1
  A: 0 | B: 6 | C: -1 | D: -0.3 | E: 0 | F: 1 | G: 12 | H: 6 | I: 11 | J: 8
> O=C(CN1CC=C(c2ccccc2)CC1)NC(=O)NCc1ccco1
  A: -7 | B: 3 | C: 5 | D: -0.4 | E: 0 | F: -6 | G: -11 | H: 1 | I: -3 | J: 6
> COC(=O)C1=C(c2ccc(OCc3ccccc3)cc2)C[C@@H]2CC[C@H]1N2C(=O)NCCCc1ccccc1
  A: -3 | B: 4 | C: 1 | D: 0.7 | E: 1 | F: -1 | G: -3 | H: 0 | I: -2 | J: 7

Some of these compounds in order of count of non-hydrogen atoms, largest number first.
Letters: A = ADAM17 inh; B = ASAP1 inh; C = Tn7 DDE FP; D = KLK7 zymogen act; E = LEDGF integ inh; F = PLC-gamma1 inh; G = ADAM10 inh; H = DDE Tn6 FP inh; I = ARFGAP1 inhibitor; J = TDP2 inh
> COC(=O)C1=C(c2ccc(OCc3ccccc3)cc2)C[C@@H]2CC[C@H]1N2C(=O)NCCCc1ccccc1
  A: -3 | B: 4 | C: 1 | D: 0.7 | E: 1 | F: -1 | G: -3 | H: 0 | I: -2 | J: 7
> COC(=O)C1=C(c2ccc3ccccc3c2)C[C@@H]2CC[C@H]1N2C(=O)N1CCCCC1
  A: 4 | B: -7 | C: 3 | D: -0.1 | E: 0 | F: 0 | G: 15 | H: 5 | I: -6 | J: 3
> Cc1sc2ncn(CC(=O)NCC(=O)N3CCC4(CC3)OCCO4)c(=O)c2c1C
  A: 0 | B: 6 | C: -5 | D: 0.0 | E: 0 | F: 7 | G: 9 | H: 14 | I: 3 | J: 2

Additional records:
Letters: A = ADAM17 inh; B = ASAP1 inh; C = Tn7 DDE FP; D = KLK7 zymogen act; E = LEDGF integ inh; F = PLC-gamma1 inh; G = ADAM10 inh; H = DDE Tn6 FP inh; I = ARFGAP1 inhibitor; J = TDP2 inh
> CCOP(=O)(OCC)C(NC(=O)c1ccc(C)cc1)=C(Cl)Cl
  A: -1 | B: -9 | C: -2 | D: 0.0 | E: 2 | F: 2 | G: 5 | H: 1 | I: 6 | J: -6
> Fc1ccc(NC2=NCCS2)cc1Cl
  A: -6 | B: 6 | C: -1 | D: 0.7 | E: 2 | F: -3 | G: 5 | H: 1 | I: 7 | J: 11
> N#CCCn1cc(C(=O)NCc2ccccc2)c(-c2ccccc2)n1
  A: 0 | B: -1 | C: 6 | D: -0.6 | E: 5 | F: 0 | G: 1 | H: -1 | I: 0 | J: 8
> CN1CCc2nc(SCC(=O)OC(C)(C)C)c(C#N)cc2C1
  A: -47 | B: 13 | C: -10 | D: 0.5 | E: 3 | F: -125 | G: -181 | H: -8 | I: 5 | J: -7
> CCCCCCOc1ccc(CN2CCN(CCO)CC2)cc1
  A: -7 | B: 5 | C: 1 | D: 0.4 | E: 5 | F: 1 | G: -2 | H: -5 | I: 8 | J: -5
> CCC(=O)Nc1ccccc1
  A: -3 | B: 8 | C: 0 | D: 0.3 | E: -1 | F: 1 | G: -13 | H: 3 | I: 8 | J: 11
> CC1=CC(C)CC(C)OC(=O)CC(c2ccc(O)cc2)NC(=O)C(Cc2c(Br)[nH]c3ccccc23)N(C)C(=O)C(C)NC(=O)C(C)C1 (stereo not given)
  A: 8.9* | B: 7 | C: 0 | D: 0.3 | E: -2 | F: 2 | G: 25* | H: 2 | I: 3 | J: -3
> COC(=O)C1=C(c2cccc(OCc3ccccc3)c2)C[C@@H]2CC[C@H]1N2C(=O)NCc1ccc(Cl)cc1
  A: 4 | B: -2 | C: 0 | D: -0.2 | E: -1 | F: 2 | G: 14 | H: -4 | I: 7 | J: 3
> Cc1ccc(S(=O)(=O)N2CCCC2c2cccnc2)cc1 (stereo not given)
  A: -3 | B: -3 | C: 2 | D: 0.7 | E: -1 | F: 2 | G: -5 | H: 3 | I: -12 | J: 6
> CCOP(=O)(C#Cc1ccccc1)C(O)c1ccc(Br)cc1 (stereo not given)
  A: -2 | B: 2 | C: -2 | D: -0.7 | E: -3 | F: 0 | G: -6 | H: 8 | I: 2 | J: -12

Reprinted at random: 6 compounds from above
Letters: A = ADAM17 inh; B = ASAP1 inh; C = Tn7 DDE FP; D = KLK7 zymogen act; E = LEDGF integ inh; F = PLC-gamma1 inh; G = ADAM10 inh; H = DDE Tn6 FP inh; I = ARFGAP1 inhibitor; J = TDP2 inh
> Cc1ccc(S(=O)(=O)N2CCCC2c2cccnc2)cc1 (stereo not given)
  A: -3 | B: -3 | C: 2 | D: 0.7 | E: -1 | F: 2 | G: -5 | H: 3 | I: -12 | J: 6
> CC(c1ccccc1)n1cc(C(=O)NC2CCCC2)nn1 (stereo not given)
  A: 1 | B: . | C: 2 | D: -0.1 | E: 0 | F: 1 | G: 9 | H: 2 | I: . | J: 6
> COc1cc(N2CCOCC2)ccc1C=C1C(=O)NC(=O)NC1=O
  A: 2 | B: -1 | C: -6 | D: 0.2 | E: 2 | F: 5 | G: -4 | H: 3 | I: 1 | J: -1
> Cc1ccccc1-n1c(O)c(/C=N/NC(=O)c2ccncc2)c(=O)[nH]c1=O
  A: -6 | B: -4 | C: 0 | D: -1.2 | E: 1 | F: -25 | G: -6 | H: -4 | I: 5 | J: -2
> CN1CCc2nc(SCC(=O)OC(C)(C)C)c(C#N)cc2C1
  A: -47 | B: 13 | C: -10 | D: 0.5 | E: 3 | F: -125 | G: -181 | H: -8 | I: 5 | J: -7
> CC(Cc1ccccc1)NCC(=O)Nc1cc(N(C)C)nc2ccccc12 (stereo not given)
  A: -38 | B: 1 | C: -4 | D: -1.0 | E: -3 | F: -21 | G: -114 | H: 4 | I: -11 | J: 7

From PubChem
